Compound activity as filed in PubChem BioAssay.
hERG rescue: shields human hERG channel from block by proarrhythmic agents. CHO-hERG, FluxOR thallium flux, dofetilide IC70 present. activation (rescue from dofetilide block), less the hit threshold, % at 10 µM. hit rate 0.51% among 310,000;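 active = activation above the mean of controls blocked by dofetilide plus 5 SD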;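 note: thallium influx through hERG after potassium depolarization seen as dye fluorescence rise; in these data hits start at about 4.7%; inactives centre near -7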
KCNK9 inh: blocks the human KCNK9 two-pore domain potassium channel; hit rate 1.2% among 310,000; B-score at 10 µM; HEK293 KCNK9, FluxOR thallium flux fluorescence; hits give low values;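 active = ratio B-score over 3 SD below the library mean, with starting fluorescence within 5 SD of its mean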;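 note: negative B-score means less thallium flux so channel inhibition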
GSK3A inh: human GSK-3 alpha kinase inhibition. ADP-Glo luminescence, 60 min. hit rate 0.1% among 320,000. P49840. inhibition, % at 10 µM. AID 2650;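 in the data active = inhibition above about 50%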;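 note: GST-tagged GSK-3 alpha with peptide substrate and 25 µM ATP; 0% = DMSO neutral wells and 100% = GW8510 positive control wells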
PolyA inhibitor: blocks polyadenylation in yeast reporter cells | S. cerevisiae SKY197-pL101 polyadenylation reporter, beta-gal luminescence; efflux-impaired pdr1/pdr3 knockout yeast; score 100 = 6 SD above DMSO | hit rate 0.02% among 300,000 | calls only at 12 µM;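 active = lowest replicate activity score at least 50, where 100 means six control SD above control mean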;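 note: yeast exposed to compound for 9 h at 30 °C; higher score means more reporter readthrough which indicates perturbed polyadenylation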
KCNQ1 inh: blocks the human KCNQ1 potassium channel | P51787 | B-score at 10 µM | hit rate 1.3% among 310,000 | CHO-K1 KCNQ1, FluxOR thallium flux fluorescence; hits give high values;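 active = compounds whose thallium flux B-score, printed positive for inhibition, exceeds three library SD while starting fluorescence stays within three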;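 note: channel opened by potassium depolarization with thallium stimulus after 20 min compound exposure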
HDAC3 inhib: inhibitors of human histone deacetylase 3 | inhibition, % at 8.3 µM | hit rate 0.15% among 320,000 | AID 2718 | O15379 | recombinant HDAC3, fluorogenic peptide/trypsin coupled, fluorescence; in the data active = inhibition above about 26%, passing the limit was not always enough
RGS4 pot: potentiators or activators of RGS4. HEK293 M3R/inducible RGS4, carbachol calcium flux Fluo4; hits give low values. B-score at 10 µM. hit rate 0.92% among 310,000;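 active = B-score of the integrated calcium signal more than 4 SD below the library mean, with starting fluorescence not abnormally high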;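 note: negative B-score means reduced calcium response which marks RGS4 activation or potentiation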
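Assay system: Inducible-RGS4 HEK293 cells carrying M3 receptor | Schedule: Compound preincubation 20 min at room temperature before agonist | Signal: Kinetic calcium fluorescence imaging with Fluo4-AM dye, 2 µM | Read-out basis: B score from integrated fluorescence ratio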
Dyrk1A ADPGlo: blocks rat Dyrk1A kinase activity; hit rate 0.43% among 310,000; inhibition, % at 12.5 µM; Q63470; AID 504441; ADP-Glo luminescence, NFATc1 peptide; in the data active = inhibition above about 50%;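 note: plate controls were vehicle with enzyme for no effect and no enzyme for full effect; many of its hits are not listed in these tables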
KCNK3 block: human KCNK3 channel inhibition, primary screen; B-score at 10 µM; hit rate 0.84% among 340,000; O14649; CHO-KCNK3 thallium flux, FluxOR fluorescence; hits give low values;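 active = B-score under library mean minus 4 SD, starting fluorescence ratio at most library mean plus 5 SD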;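 note: more negative B-score means stronger inhibition of thallium flux through KCNK3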
Target sequence (O14649 whole entry, looked up): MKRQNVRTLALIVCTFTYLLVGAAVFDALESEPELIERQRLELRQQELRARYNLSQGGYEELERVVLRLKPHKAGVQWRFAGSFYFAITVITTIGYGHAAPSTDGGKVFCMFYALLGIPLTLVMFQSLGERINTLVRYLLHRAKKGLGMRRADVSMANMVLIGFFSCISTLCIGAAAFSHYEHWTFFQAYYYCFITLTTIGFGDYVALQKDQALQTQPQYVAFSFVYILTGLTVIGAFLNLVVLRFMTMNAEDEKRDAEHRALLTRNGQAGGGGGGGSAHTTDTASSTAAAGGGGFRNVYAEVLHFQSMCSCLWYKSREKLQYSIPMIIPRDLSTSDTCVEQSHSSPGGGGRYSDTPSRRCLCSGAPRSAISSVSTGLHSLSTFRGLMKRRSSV
KCNQ1 act: human KCNQ1 channel potentiation or activation | B-score at 10 µM | CHO-K1 KCNQ1, thallium flux FluxOR fluorescence; hits give high values | P51787 | AID 2648 | hit rate 0.35% among 310,000;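 active = fluorescence ratio B-score, a plate-corrected score, at least three library SD, with initial intensity B-score within 5 SD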
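Assay system: CHO-K1 cells stably expressing KCNQ1; Medium: assay buffer with matched DMSO; Also added: K+/Tl+ depolarizing stimulus; Dosing: single dose; Timing: dye 90 min, compound 20 min, room temperature; Measured by: kinetic FluxOR thallium fluorescence, 10-s 1-Hz baseline, 110-s post-stimulus read; Read-out: peak-minus-minimum fluorescence over initial fluorescence, negative-control normalized, B-scored.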
GSK3beta inhib: inhibitors of human GSK3beta kinase; GST-GSK3beta kinase, ADP-Glo luminescence, 60 min; hits give low values; activity score (negative = inhibition), % at 10 µM; hit rate 0.038% among 300,000;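 active = more than half of replicate wells score below -50%, meaning over 50% inhibition versus plate controls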;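 note: 0% = median DMSO wells and -100% = median GW8510 positive control wells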
Target sequence (P49841 whole entry, looked up): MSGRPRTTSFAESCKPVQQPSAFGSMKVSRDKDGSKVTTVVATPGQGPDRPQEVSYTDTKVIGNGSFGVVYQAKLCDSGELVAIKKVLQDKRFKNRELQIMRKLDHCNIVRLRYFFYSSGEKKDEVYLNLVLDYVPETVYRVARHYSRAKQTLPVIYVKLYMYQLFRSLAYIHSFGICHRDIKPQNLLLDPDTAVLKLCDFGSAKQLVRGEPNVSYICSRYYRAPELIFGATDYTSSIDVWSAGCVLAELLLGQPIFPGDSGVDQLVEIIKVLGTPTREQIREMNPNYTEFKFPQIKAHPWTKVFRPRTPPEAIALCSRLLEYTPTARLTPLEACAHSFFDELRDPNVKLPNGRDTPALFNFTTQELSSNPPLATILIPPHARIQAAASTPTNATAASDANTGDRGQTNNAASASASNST
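test system = GST-tagged human GSK3beta kinase, cell-free | reagent = 25 µM ATP with peptide substrate | dosing = one dose of 10 µM per compound | schedule = 60 min reaction, RT | detection = luminescent ADP-Glo measurement of ADP formed | control set = DMSO neutral wells and GW8510 at 20 µM as positive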
* hit, by the source's call; i = inactive; · = no result given. These rows are one share of the data. The share of hits here may be higher or lower than overall.

| No. | SMILES | KCNQ1 act | KCNQ1 inh | Dyrk1A ADPGlo | GSK3beta inhib | KCNK3 block | HDAC3 inhib | GSK3A inh | KCNK9 inh | RGS4 pot | PolyA inhibitor | hERG rescue |
| --- | --- | --- | --- | --- | --- | --- | --- | --- | --- | --- | --- | --- |
| 1 | COc1cc(NC(=O)CSc2nc(C)cc(C)n2)cc(OC)c1OC | i | i | -6 | 0 | i | 7 | -2 | i | i | i | -13 |
| 2 | CN(Cc1ccc(-n2cccn2)cc1)Cc1cn(C)nc1-c1ccccc1F | i | i | 2 | -2 | i | 1 | 4 | i | i | i | -15 |
| 3 | COc1ccccc1NC(=O)CSc1nnc(CSc2nc(C)cc(C)n2)o1 | i | i | -6 | 2 | i | 6 | -2 | i | i | i | -10 |
| 4 | O=S(=O)(NCCc1ccncc1)c1ccc(S(=O)(=O)N2CCCCCC2)cc1 | i | i | 0 | 0 | i | -9 | -3 | i | i | i | -10 |
| 5 | O=c1c(-c2ccc(Cl)cc2)cnc2n1CCS2 | i | i | · | 0 | i | 7 | -1 | i | i | i | -5 |
| 6 | COC(=O)CCC(=O)NNC(=O)c1cccc(Cl)c1 | i | i | 1 | -1 | i | -4 | 1 | i | i | · | -7 |
| 7 | CC(NCC(O)COc1ccccc1)C1COc2ccccc2O1 (centres undefined) | i | i | 5 | 2 | i | -1 | -1 | i | i | · | -11 |
| 8 | CCCCCOc1ccc(OC(=O)c2ccncc2)cc1 | i | i | 2 | 0 | i | 3 | · | i | i | i | 0 |
| 9 | O=C1C2CC=CCC2C(=O)N1c1ccc(NCCc2ccccc2)c([N+](=O)[O-])c1 (centres undefined) | i | i | -6 | 0 | i | -4 | -2 | i | i | i | -7 |
| 10 | O=C(O)CN1C(=O)CC(c2ccccc2)CC1=O | i | i | 12 | 1 | i | 4 | -2 | i | i | i | -3 |
| 11 | CCOc1ccc(C(=O)NCCCN2CCCC2=O)cc1 | i | i | -4 | -1 | i | -4 | 0 | i | i | i | -8 |
| 12 | COc1ccc(C(=O)C2CCCN(C(=O)c3cc(C4CC4)[nH]n3)C2)c(C)c1 (centres undefined) | i | i | -4 | -1 | i | 2 | 1 | i | i | i | -10 |
| 13 | CN(Cc1nc2ccccc2n1C)c1ccccc1 | i | i | 1 | -1 | i | 4 | -2 | i | i | i | -9 |
| 14 | Cc1ccc(NC(=O)CN(C)C(=O)COc2ccc(C(=O)c3ccc(F)cc3)cc2)cc1 | i | i | 0 | 3 | i | 3 | 1 | i | i | i | -14 |
| 15 | COc1cccc(N2CCN(Cc3ncc(-c4ccccc4)o3)CC2)c1 | i | i | -1 | 3 | i | 0 | -3 | i | i | i | -12 |
| 16 | O=C(Nc1ccc(N2CCCC2)cc1)c1ccc(Cl)cc1Cl | i | i | 2 | -3 | i | -1 | 0 | i | i | i | -7 |
| 17 | O=C(CN1C(=O)CC(c2ccco2)Sc2ccccc21)Nc1ccccc1F (centres undefined) | i | i | -4 | 2 | i | 7 | -2 | i | i | i | -10 |
| 18 | O=C(CC1C(=O)NCCN1Cc1ccc(Cl)c(F)c1)NC1CCCCC1 (centres undefined) | i | i | -6 | -1 | i | · | 0 | i | i | i | -8 |
| 19 | O=C(NCc1n[nH]c(=S)n1-c1ccc(F)cc1)c1ccco1 | i | i | 0 | -4 | i | 9 | -2 | i | i | i | -5 |
| 20 | Cc1ccc(C2=N/C(=C\c3ccc(OS(=O)(=O)c4ccc(C)cc4)cc3)C(=O)O2)cc1 | i | i | -10 | 2 | i | 5 | 0 | i | i | i | -7 |
| 21 | Cn1nc(OCc2ccccc2)ccc1=O | i | i | -1 | -1 | i | -3 | 5 | i | i | i | -10 |
| 22 | CC(=O)NC(=O)c1cnn(-c2ccccc2)c1N | i | i | 21 | 3 | i | · | -1 | i | -8.8* | i | -8 |
| 23 | COc1ccc(Nc2nnc(SCC(=O)c3cc4ccccc4o3)s2)cc1 | i | i | 1 | 3 | i | -2 | -2 | i | i | i | -8 |
| 24 | Cc1cccc(OCCCC(=O)Nc2ccc(S(N)(=O)=O)cc2)c1 | i | i | 0 | 1 | i | 5 | -6 | i | i | · | -6 |
| 25 | Cn1c(=O)c2c(nc(N/N=C/c3ccco3)n2C)n(C)c1=O | i | i | · | 2 | i | 9 | 5 | i | i | i | -20 |
| 26 | COc1cccc(C(=O)N(Cc2nc(-c3ccc(C)cc3)no2)C(C)C)c1 | i | i | -6 | 0 | i | -1 | 2 | i | i | i | -11 |
| 27 | Cc1ccc(N2C(=O)C3CCCN3C2=S)cc1 (centres undefined) | i | i | · | -4 | i | -3 | -3 | i | i | i | 1 |
| 28 | Cc1ccn2cc(-c3ccc(NC(=O)c4ccco4)cc3)nc2c1 | i | i | 2 | -8 | i | 5 | 0 | i | i | i | -4 |
| 29 | O=C(N/N=C/c1ccccn1)c1cccc([N+](=O)[O-])c1 | i | i | 2 | 0 | i | 0 | 1 | i | i | i | -2 |
| 30 | Cc1cccc(Nc2nnc(-c3ccc(N4CCOCC4)c([N+](=O)[O-])c3)c3ccccc23)c1 | i | i | 2 | 0 | i | 10 | · | i | i | i | -8 |

Complete entries from above:
CC(=O)NC(=O)c1cnn(-c2ccccc2)c1N is entered as KCNQ1 act = i; KCNQ1 inh = i; Dyrk1A ADPGlo = 21; GSK3beta inhib = 3; KCNK3 block = i; HDAC3 inhib = ·; GSK3A inh = -1; KCNK9 inh = i; RGS4 pot = -8.8*; PolyA inhibitor = i; hERG rescue = -8
Cn1c(=O)c2c(nc(N/N=C/c3ccco3)n2C)n(C)c1=O is entered as KCNQ1 act = i; KCNQ1 inh = i; Dyrk1A ADPGlo = ·; GSK3beta inhib = 2; KCNK3 block = i; HDAC3 inhib = 9; GSK3A inh = 5; KCNK9 inh = i; RGS4 pot = i; PolyA inhibitor = i; hERG rescue = -20
COc1ccc(C(=O)C2CCCN(C(=O)c3cc(C4CC4)[nH]n3)C2)c(C)c1 (centres undefined) is entered as KCNQ1 act = i; KCNQ1 inh = i; Dyrk1A ADPGlo = -4; GSK3beta inhib = -1; KCNK3 block = i; HDAC3 inhib = 2; GSK3A inh = 1; KCNK9 inh = i; RGS4 pot = i; PolyA inhibitor = i; hERG rescue = -10

Quoted from the listing:
hERG rescue with entry 7 : -11
RGS4 pot with entry 22 : -8.8*

Next part:
| No. | SMILES | KCNQ1 act | KCNQ1 inh | Dyrk1A ADPGlo | GSK3beta inhib | KCNK3 block | HDAC3 inhib | GSK3A inh | KCNK9 inh | RGS4 pot | PolyA inhibitor | hERG rescue |
| --- | --- | --- | --- | --- | --- | --- | --- | --- | --- | --- | --- | --- |
| 31 | O=C(COc1ccc2c3c(c(=O)oc2c1)CCC3)Nc1ccccn1 | i | i | 0 | · | i | -4 | -1 | i | i | i | -8 |
| 32 | O=C(CCCN1C(=O)/C(=C/c2ccccc2)SC1=S)NCCCn1ccnc1 | i | i | · | 3 | i | 5 | -1 | i | i | i | -17 |
| 33 | COc1ccc(N2CC(C(=O)NNC(=O)c3ccc(Br)cc3)CC2=O)c(OC)c1 (centres undefined) | i | i | 9 | 0 | i | -3 | -2 | i | i | i | -12 |
| 34 | CCN1CCN(C(=O)c2ccc(Cl)c(S(=O)(=O)N3CCCCCC3)c2)CC1 | i | i | 5 | 3 | i | -6 | 0 | i | i | i | -4 |
| 35 | COc1ccc(N(CC(=O)NC(C)C)C(=O)CCC(=O)Nc2ccccn2)cc1 | i | i | -1 | -1 | i | 3 | 0 | i | i | i | 0 |
| 36 | COc1ccc(N(CC(=O)NCCC2=CCCCC2)S(C)(=O)=O)cc1OC | i | i | 1 | 2 | i | 5 | -2 | i | i | i | -11 |
| 37 | Cc1ccc(CNC(=O)C2CCCN(S(=O)(=O)N3CC(C)CC(C)C3)C2)cc1 (centres undefined) | i | i | 1 | 2 | i | 2 | 4 | i | i | i | 0 |
| 38 | COC(=O)C1(Cc2cc(-c3ccccc3)no2)CCN(C(=O)OC(C)(C)C)CC1 | i | i | 7 | -1 | i | 12 | 2 | i | i | i | -10 |
| 39 | COc1ccc(CN(C)C(C)C(=O)Nc2cccc3ccccc23)cc1 (centres undefined) | i | i | 5 | 1 | -9.7* | 4 | 0 | i | i | i | -11 |
| 40 | CN(C)C=Nc1ccc2nn(-c3ccccc3)nc2c1 | i | i | 5 | -3 | i | -27 | -2 | i | i | i | -17 |
| 41 | O=c1nc(N/N=C/C=C/c2ccccc2)cn[nH]1 | i | i | 2 | -1 | i | 5 | 1 | i | i | i | -11 |
| 42 | COc1cc(S(=O)(=O)N2CCCCCC2)c(OC)cc1Br | i | i | 5 | 2 | i | -3 | 1 | i | i | i | -8 |
| 43 | O=C(CCNS(=O)(=O)c1cccc2nsnc12)NCc1ccccc1Cl | i | i | 3 | 0 | i | 2 | -27 | i | i | i | -11 |
| 44 | CC(C)(C)NCc1cc(Cl)ccc1OCc1cccs1 | i | i | -1 | -2 | i | 0 | 0 | i | i | i | 1 |
| 45 | CC(C(=O)Nc1ccc(S(=O)(=O)N2CCOCC2)cc1)N1C(=O)C2CC=CCC2C1=O (centres undefined) | i | i | -3 | -1 | i | 6 | -2 | i | i | i | -8 |
| 46 | COc1ccc(O)c(C(=O)c2cc(C#N)c(=O)n(Cc3ccccc3)c2)c1 | i | i | 5 | -1 | i | 10 | -1 | i | i | i | -2 |
| 47 | O=[n+]1c2c(n([O-])c3ccccc31)CCC2 | i | i | -3 | 3 | i | -1 | -40 | i | i | · | -18 |
| 48 | CC(NC(=O)c1ccc2nc[nH]c2c1)c1ccccc1 (centres undefined) | i | i | -3 | -1 | i | 2 | -3 | i | i | i | -5 |
| 49 | CCOc1ccc(N(C(=O)CNC(=O)c2cccs2)C(C(=O)NCC2CCCO2)c2ccc(OC)c(OC)c2)cc1 (centres undefined) | i | i | 0 | -1 | i | -5 | -1 | i | i | i | -4 |
| 50 | Cc1cc(C)nc(NC(N)=NCCc2c[nH]c3ccccc23)n1 | i | i | -2 | 0 | i | -6 | 1 | i | i | i | -5 |

Nos. 31–32, quoted:
| No. | SMILES | KCNQ1 act | KCNQ1 inh | Dyrk1A ADPGlo | GSK3beta inhib | KCNK3 block | HDAC3 inhib | GSK3A inh | KCNK9 inh | RGS4 pot | PolyA inhibitor | hERG rescue |
| --- | --- | --- | --- | --- | --- | --- | --- | --- | --- | --- | --- | --- |
| 31 | O=C(COc1ccc2c3c(c(=O)oc2c1)CCC3)Nc1ccccn1 | i | i | 0 | · | i | -4 | -1 | i | i | i | -8 |
| 32 | O=C(CCCN1C(=O)/C(=C/c2ccccc2)SC1=S)NCCCn1ccnc1 | i | i | · | 3 | i | 5 | -1 | i | i | i | -17 |
